# Screening results: PubChem, several laboratories
# GPR55 antagonists = GPR55 antagonists blocking LPI-driven arrestin recruitment, primary screen, imaging, U2OS, beta-arrestin-GFP, LPI agonist (AID 2013). U2OS GPR55 beta-arrestin-GFP translocation imaging, LPI antagonism; higher % means a stronger effect. inhibition, % at 10 µM, or IC50 in µM where a hit was titrated. 290,000 tested, 0.13% active;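 active means spots per cell inhibited over 60%, with over 100 cells counted and total cytoplasm intensity under 500,000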;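 further: U2OS cells stably carrying GPR55 and arrestin-GFP stimulated by 5 µM LPI near EC80; imaged beta-arrestin-GFP aggregate spots per cell after agonist stimulation; plate controls were LPI-stimulated DMSO wells for no effect and DMSO wells without LPI for full effect; some results filed as inactive read as strong as hits; confirmed hits need IC50 under 10 µM and bright autofluorescent wells are also inconclusive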
# HEK293 NOD2/NF-kB = inhibition of NOD2-driven NF-kB reporter – cell-based, luminescence, uHTS, HEK293 (AID 1566); HEK293 NOD2/NF-kB luciferase reporter, luminescence; higher % means a stronger effect; one-dose inhibition, % at 4 µM; EC50 in µM for titrated hits; 290,000 tested, 0.63% active; further: many of its hits are not listed in these tables
# GPR55 activation = selective activators of receptor GPR55 – imaging, U2OS cells, beta-arrestin-GFP redistribution, primary screen (AID 1961); U2OS GPR55 beta-arrestin-GFP redistribution imaging; higher % means a stronger effect; activation, % at 10 µM, or EC50 in µM where a hit was titrated; 290,000 tested, 0.048% active;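 active means activation above 40% with more than 50 cells counted in the well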;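 further: U2OS osteosarcoma cells stably expressing GPR55 and beta-arrestin-GFP; plate controls were DMSO negative control for no effect and LPI positive control for full effect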
# NTR1 agonist = agonists of NTR1, primary screen, imaging, U2OS cells, beta-arrestin-GFP, high content (AID 493036). P30989. NTR1-U2OS beta-arrestin-GFP spot imaging, agonist mode. activation, % at 20 µM. 330,000 tested, 0.17% active;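 active means activation at or above 40% of the spot to cytoplasm intensity ratio, with at least 20 cells analyzed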;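 further: 0% = DMSO without peptide and 100% = 100 nM NTR1 peptide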
# Target sequence (P30989 whole entry, looked up): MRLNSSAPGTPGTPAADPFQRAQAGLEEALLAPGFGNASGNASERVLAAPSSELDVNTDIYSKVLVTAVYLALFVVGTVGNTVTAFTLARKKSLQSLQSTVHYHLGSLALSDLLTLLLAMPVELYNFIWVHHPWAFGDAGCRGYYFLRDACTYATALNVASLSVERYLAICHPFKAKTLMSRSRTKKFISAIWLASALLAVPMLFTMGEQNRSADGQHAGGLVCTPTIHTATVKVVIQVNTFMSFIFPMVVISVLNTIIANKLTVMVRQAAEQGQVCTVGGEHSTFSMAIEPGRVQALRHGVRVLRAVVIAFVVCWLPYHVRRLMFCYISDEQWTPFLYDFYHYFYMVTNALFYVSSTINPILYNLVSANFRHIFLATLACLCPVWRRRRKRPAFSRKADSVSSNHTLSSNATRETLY
# Myeloid diff 2 = promotes myeloid progenitor differentiation | 360,000 tested, 1% active | ER-HoxA9 myeloid progenitors, lysozyme-GFP differentiation, flow cytometry | AID 624256 | calls only at 10 µM;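 active means normalized GFP-positive differentiation at or above the plate's own cutoff, the solvent-only control mean plus 3 SD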;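 further: cells exposed to compound for four days before flow analysis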
# T cell modulator = modulates CD8 T cell binding to vesicles; 2C CD8+ T cell-vesicle binding, flow cytometry; stronger effect = lower value; calls only at 7 µM; 330,000 tested, 0.068% active; AID 2052;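 active means response, share of CD8 T cells binding vesicles, and their 90th percentile fluorescence all below set limits, cut at about 80% in these data, passing the limit was not always enough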
#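 Assay system: 2C TCR transgenic mouse naive CD8+ T cells, MACS-purified | Read-out: CD8+ gate FL2 mean fluorescence as % of same-row positive control | Signal: High-throughput flow cytometry with anti-B7-1 and anti-CD8 staining | Timing: Binding step 1.5 h, 37 °C, antibody labelling 20 min, ice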
# NOD1 inhibition = NOD1 signaling inhibitors, primary screen, cell-based, luminescence, uHTS (AID 1578); NOD1-driven NF-kB luciferase reporter cells, luminescence; higher % means a stronger effect; inhibition, % at 4 µM, or EC50 in µM where a hit was titrated; 290,000 tested, 1% active; in the data active means inhibition mostly above about 36%, no sharp cut-off; inactive means mostly below about 34%;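 further: HEK-293T reporter cells stimulated with the NOD1 agonist gamma-tri-DAP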
# KOR beta-arrestin-1 = KOR antagonists, beta-arrestin recruitment, cell-based, luminescence, uHTS (AID 1778). KOR beta-arrestin recruitment, luminescence, antagonist mode; higher % means a stronger effect. one-dose inhibition, % at 10 µM; IC50 in µM for titrated hits. 290,000 tested, 0.091% active; further: strong numbers were not always called active
# KOR beta-arrestin-2 = kappa opioid receptor activators – cell-based, luminescence, uHTS, primary screen (AID 1777); KOR beta-arrestin recruitment, luminescence; higher % means a stronger effect; activation, % at 10 µM, or EC50 in µM where a hit was titrated; 280,000 tested, 0.02% active; in the data active means activation above about 50%, passing the limit was not always enough; further: a part of the inactive calls stands beside numbers as strong as those of hits
# T cell modulator vesicle-bound % = further read-out of T cell modulator, marked with its call; double positive events, %; measured here: CD8+ vesicle-bound cell fraction;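 binding gate set so that unloaded-vesicle control wells show 10% double positive cells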
# NTR1 agonist cell count 20 µM = further read-out of NTR1 agonist, marked with its call; cell count; measured here: cell count, cytotoxicity flag
# Myeloid diff 2 GFP+ MAC1+ % = also measured in Myeloid diff 2; calls as there; GFP+ MAC1+ double positive, %; measured here: differentiation confirmed by MAC1 staining
# Active calls of the source: *; i = inactive; . = no result given; [ ] = remark or other dose. Unless noted, no stated cut-off is given here; in the data, active means inhibition above about 50%; inactive means the rest.
mol,GPR55 antagonists,HEK293 NOD2/NF-kB,GPR55 activation,NTR1 agonist,NTR1 agonist cell count 20 µM,Myeloid diff 2,Myeloid diff 2 GFP+ MAC1+ %,T cell modulator,T cell modulator vesicle-bound %,NOD1 inhibition,KOR beta-arrestin-1,KOR beta-arrestin-2
C/C(=N\NC(=O)c1cc(-c2ccc(C)s2)nc2ccccc12)c1cccnc1,9%,-12%,0.2%,0.8,65,i,1.3,i,11,-54%,6%,-0.6%
CCOC(=O)C1(CCOC)CCN(Cc2cccc(OCc3ccccc3)c2)CC1,15%,-9%,0.5%,0.0,50,i,0.3,i,56,-20%,1%[20 µM],-5.6%
CCCCCCCCc1nc(SC(C)C(=O)O)n[nH]1 (configuration not stated),5%,6%,0.2%,6.1,75,i,0.2,i,62,-14%,14%,-6.0%
Cc1csc(NC(=O)C(Cc2ccccc2)n2cccc2)n1 (configuration not stated),2%,-5%,-0.1%,-1.7,59,i,1.9,i,49,-17%,16%,-1.0%
COc1ccc(NC(=O)Nc2ccc(Br)cn2)cc1,-4%,-67%,0.2%,-2.6,82,i,0.7,i,55,-47%,-26%,0.2%
Cc1ccc(C)c(N2CCN(S(=O)(=O)c3ccc4c(c3)C(C)(C)C(=O)N4C)CC2)c1,0%,9%,-0.3%,-3.6,51,i,2.9,i,43,7%,12%[20 µM],-1.7%
c1ccc(CSc2nnc(NC3=NCCCCC3)s2)cc1,-10%,-30%,0.2%,-1.2,78,i,0.7,i,17,-26%,-4%,10%
O=CN1CC(=O)N(c2ccccc2)c2c([nH]c3ccccc23)C1,4%,9%,0.3%,2.1,80,i,3.4,i,18,33%,21%,-2.9%
COc1ccc(Cn2c(C3CC3)nc3ccc(NC(=O)C4CC4)cc3c2=O)cc1,-14%,-124%,-1.0%,-1.5,62,i,0.3,i,29,-99%,-12%,.
Cc1ccc(NC(=O)Cn2c(=O)oc3ccccc32)cc1C,-10%,4%,-0.1%,0.6,51,i,0.8,i,52,-27%,13%[20 µM],-5.0%
CCOC(=O)CC(NC(=O)c1cc2cccc(OC)c2oc1=O)c1ccc(OC)cc1 (configuration not stated),4%,17%,0.2%,0.5,86,i,0.7,i,15,8%,25%,0.2%
CCN(CC)CCN(C(=O)c1ccc2c(c1)OCCO2)c1nc2ccc(C)cc2s1,-2%,-2%,-0.2%,1.5,57,i,0.9,i,67,-32%,0%,5.0%
CC(C)CC(=O)Nc1ccc(N2CCN(C(=O)c3cccs3)CC2)cc1,10%,-22%,0.1%,-3.1,40,i,0.8,i,22,5%,-43%,-0.8%
O=C(CSc1ccc(Cl)cc1)N1CCCC1,-6%,-22%,0.2%,-0.7,78,i,0.4,i,66,-45%,-48%[20 µM],0.3%
CCOC(=O)C1=C(N)N2C(=O)CSC2=C(C(=O)OC)C1,6%,4%,-0.2%,-0.9,49,.,.,i,35,-11%,12%,-4.4%
Cc1onc(-c2c(Cl)cccc2Cl)c1C(=O)Nc1nc(C(C)(C)C)cs1,-1%,-15%,0.3%,1.7,58,i,0.7,i,22,-8%,29%,0.7%
Cc1nc2nc(SCC(=O)NCc3ccco3)nn2c(C)c1Cc1ccccc1,-2%,7%,0.2%,1.0,70,i,0.2,i,22,6%,-20%,3.6%
COc1ccc(Cc2nc3ccccc3[nH]2)cc1OC,6%,6%,0.2%,0.3,42,i,0.1,i,33,-13%,10%[20 µM],-5.7%
CC1CCCC(NC(=O)CCS(=O)(=O)c2cc3c(cc2Cl)NC(=O)CO3)C1C (configuration not stated),-2%,11%,-0.2%,0.6,76,i,5.6,i,5,-10%,-23%,-1.5%
COc1ccc(-c2nnc3sc(COc4ccc(C)cc4)nn23)cc1,6%,26%,-0.1%,1.1,40,i,0.8,i,34,3%,20%,-2.3%
O=C(CSC1=NCCS1)N1CCOCC1,7%,6%,-0.3%,-0.5,37,i,0.2,i,19,2%,-5%,-3.4%
Cc1nc(N2CCCCC2)c2c(C)c(C(=O)Nc3ccccc3C(F)(F)F)sc2n1,6%,16%,0.0%,2.0,42,i,0.3,i,32,9%,-51%,3.1%
C=CCn1c(=O)[nH]c2cc(C(=O)N3CCN(c4cccc(Cl)c4)CC3)ccc2c1=O,21%,17%,0.2%,0.3,81,i,1.8,i,44,-11%,-4%,-0.8%
O=C(COC(=O)c1ccccc1)Nc1ccccc1N1CCOCC1,20%,5%,0.2%,-0.4,37,i,0.8,i,55,-23%,0%,-0.7%
COc1cccc(CN(C)C(=O)c2ccccc2Sc2ccccc2C#N)c1,5%,9%,0.0%,1.1,58,i,2.1,i,61,-8%,-8%,2.2%
CCOC(=O)c1n[nH]c2ccccc12,-18%,12%,-0.5%,0.0,64,i,1.0,i,26,-1%,0%,-4.9%
COc1ccc(CNC(=O)CSc2nnc(C)n2-c2ccc(F)cc2)cc1,-2%,-2%,0.1%,-0.3,75,i,0.1,i,62,-24%,17%,-1.2%
O=C(O)c1cc(-c2cccs2)nc2ccc(F)cc12,11%,5%,0.3%,1.6,64,i,1.1,i,40,-36%,-8%[20 µM],-3.0%
Cc1ccc(N(C)C(=O)CCS(=O)(=O)c2ccc3c(c2)oc(=O)n3C)cc1,19%,15%,0.3%,-0.5,58,i,1.2,i,30,-29%,0%,0.9%
CCOc1ccc(/C=C/C(=O)N2CCOCC2)cc1OC,4%,6%,0.3%,-0.9,55,i,0.5,i,28,-5%,-23%[20 µM],5.1%
COc1ccc(C(=O)NCCNc2nc3cc(C)c(C)cc3cc2C)cc1,-5%,28%,0.0%,2.8,105,i,0.2,i,51,4%,-16%,-6.5%
Cc1cc(OC(C)C(=O)N(Cc2ccco2)C2CCS(=O)(=O)C2)ccc1Cl (configuration not stated),2%,8%,-0.1%,4.3,51,i,2.4,i,42,-10%,8%[20 µM],.
CC(C)c1ccc(NC2=NCC(=O)N2Cc2cccs2)cc1,24%,6%,-0.1%,3.2,85,i,0.2,i,42,-35%,-14%[20 µM],-5.2%
N#CC1=C2SCN(Cc3ccco3)CN2C(=O)CC1c1ccccc1F (configuration not stated),-2%,4%,0.2%,2.9,76,i,6.0,i,41,-9%,-3%,4.1%
CCOc1ccc(NCc2nnc(SCC(=O)Nc3cc(C)on3)n2-c2ccc(OC)cc2)cc1,9%,8%,-0.3%,0.2,67,i,0.6,i,52,6%,3%,2.3%
CC1=C(C)Cc2c(OC(=O)c3ccccc3)ccc(OC(=O)c3ccccc3)c2C1,1%,16%,-0.1%,1.6,90,.,.,i,16,-13%,22%,6.9%
Cc1cccc(NC(=O)CSc2nc(COc3ccccc3)nc3ccccc23)c1C,19%,20%,0.8%,16,50,i,9.3,i,8,50%,-14%,2.1%
COc1cccc2cc(C(=O)NCc3ccc(C)cc3)c(=O)oc12,11%,-2%,0.4%,1.0,48,i,0.7,i,15,-7%,-4%,-5.4%
CCCCNC(=O)Nc1nnc(-c2ccccc2)o1,-2%,0%,0.0%,-0.1,82,i,0.7,i,54,-12%,-33%,4.3%
CC(C)c1ccc(OCC(=O)Nc2ccccc2C(=O)N2CCOCC2)cc1,5%,12%,-0.1%,-0.9,50,i,0.6,i,13,-8%,-11%,7.7%
Cc1ccc(-c2nn(-c3ccccc3)cc2/C=N/NC(=O)CSc2nnc(C)n2-c2ccccc2)cc1,3%,3%,-0.1%,5.1,50,i,0.4,i,6,-19%,18%,0.1%
CCOC(=O)C(NCCc1ccccc1)(NC(C)=O)C(F)(F)F (configuration not stated),7%,2%,0.2%,0.7,43,i,0.8,i,49,-17%,-17%,2.8%
O=C(O)C(=O)Nc1ccc(NC(=O)C(c2ccccc2)c2ccccc2)cc1,2%,-3%,-0.2%,-0.7,48,i,0.4,i,24,-6%,-34%,2.7%
Cc1noc(C)c1C(=O)Nc1nnc(-c2ccccc2)s1,14%,0%,-0.1%,-0.6,44,i,0.7,i,46,-6%,32%,-1.6%
Cc1nn(-c2ccccc2)c(C)c1/C=C/C(=O)OCC(=O)Nc1ncc(C(F)(F)F)cc1Cl,-1%,-21%,-0.2%,2.9,52,i,1.7,i,3,-10%,19%,1.2%
CC(C)Cn1c(O)c(/C=C2\C=NN=C2c2ccccc2)sc1=S,-8%,13%,0.2%,59*,43*,i,0.3,i,4,-6%,4%,1.8%
O=C(NN1CCOCC1)c1cc(-c2ccc(Br)s2)nc2ccccc12,2%,8%,-0.8%,2.2,64,i,0.3,i,43,-49%,10%,4.6%
CCC1(C)CC(=O)N(c2ccc(C(=O)O)c(O)c2)C1=O (configuration not stated),1%,6%,0.2%,-0.4,51,i,0.7,i,43,-8%,5%,0.4%
Cc1ccc(C(=O)OCC(=O)Nc2ccc(S(N)(=O)=O)cc2)c(O)c1,9%,11%,-0.1%,0.0,52,i,1.2,i,17,-2%,0%,2.5%
C/C(=N/NC(=O)CSCc1ccc(Cl)cc1)c1cccc(NC(=O)c2ccccc2)c1,-10%,-6%,0.9%,7.3,54,i,2.2,i,8,6%,-123%,16%
O=C(NCCCN1CCCC1=O)c1csc2ccccc12,3%,4%,-0.1%,1.7,83,i,6.0,i,62,-26%,-27%,-1.3%
Cc1cc(N2CCN(C)CC2)nc(=S)[nH]1,-2%,6%,0.1%,-0.5,38,i,0.6,i,63,-10%,12%,-6.0%
CC(=O)Nc1ccc(S(=O)(=O)N2CCC(NC(=O)C(Cc3cccc(F)c3)NC(C)=O)CC2)cc1 (configuration not stated),2%,-3%,-0.2%,-1.0,59,i,0.9,i,17,18%,2%,5.1%

# 2 entries from above, with each value named:
> Cc1noc(C)c1C(=O)Nc1nnc(-c2ccccc2)s1
- GPR55 antagonists: 14%
- HEK293 NOD2/NF-kB: 0%
- GPR55 activation: -0.1%
- NTR1 agonist: -0.6
- NTR1 agonist cell count 20 µM: 44
- Myeloid diff 2: i
- Myeloid diff 2 GFP+ MAC1+ %: 0.7
- T cell modulator: i
- T cell modulator vesicle-bound %: 46
- NOD1 inhibition: -6%
- KOR beta-arrestin-1: 32%
- KOR beta-arrestin-2: -1.6%
> Cc1nn(-c2ccccc2)c(C)c1/C=C/C(=O)OCC(=O)Nc1ncc(C(F)(F)F)cc1Cl
- GPR55 antagonists: -1%
- HEK293 NOD2/NF-kB: -21%
- GPR55 activation: -0.2%
- NTR1 agonist: 2.9
- NTR1 agonist cell count 20 µM: 52
- Myeloid diff 2: i
- Myeloid diff 2 GFP+ MAC1+ %: 1.7
- T cell modulator: i
- T cell modulator vesicle-bound %: 3
- NOD1 inhibition: -10%
- KOR beta-arrestin-1: 19%
- KOR beta-arrestin-2: 1.2%

# Only part of the results is shown; rates above refer to the full screens.
